Assay outcomes deposited in PubChem by several laboratories.
PfM18AAP inh: blocks P. falciparum M18 aspartyl aminopeptidase. recombinant PfM18AAP, H-Glu-NHMec fluorogenic cleavage. inhibition, % at 7.35 µM. 290,000 compounds, 1.2% hits;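 active = inhibition above the campaign mean inhibition over all tested compounds plus 3 SD, cut at about 28% in these data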;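 also: 0% = plate median of test compound wells and 100% = 2 mM ZnCl2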
IMP-1 inh: blocks Pseudomonas aeruginosa IMP-1 metallo-beta-lactamase; purified IMP-1, nitrocefin hydrolysis, epi-absorbance fluorescence; inhibition, % at 5.6 µM; 290,000 compounds, 0.45% hits; AID 1556;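 active = inhibition above the mean plus 3 SD of all compounds in the same screening run, cut at about 4.5% in these data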;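 also: 0% = IMP-1 with DMSO and 100% = DMSO wells lacking enzyme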
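System – purified recombinant IMP-1 beta-lactamase · Input – IMP-1 dispensed at 0.2 nM · Timing – 15 min preincubation plus 25 min reaction at 25 °C · Signal – Epi-absorbance fluorescence, 480 nm excitation, 530 nm emission · Measure – percent IMP-1 inhibition derived from blank-referenced optical density · Controls – Enzyme-plus-DMSO low control, enzyme-free DMSO high control · Replication – singlicate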
NALP1 inh: NALP1 inhibition; S. cerevisiae NALP1/ASC/caspase-1 growth, X-gal OD620, 72 h; inhibition, % at 10 µM; 280,000 compounds, 0.61% hits; AID 2071; in the data active = inhibition mostly above about 24%, no sharp cut-off; inactive = mostly below about 32%; also: some compounds called inactive have numbers as strong as hits
PHOSPHO1 block: inhibitors of human PHOSPHO1 phosphatase; recombinant PHOSPHO1, absorbance phosphatase assay; 290,000 compounds, 1.1% hits; inhibition, % at 13.3 µM; in the data active = inhibition above about 60%
Target sequence (Q8TCT1 whole entry, looked up): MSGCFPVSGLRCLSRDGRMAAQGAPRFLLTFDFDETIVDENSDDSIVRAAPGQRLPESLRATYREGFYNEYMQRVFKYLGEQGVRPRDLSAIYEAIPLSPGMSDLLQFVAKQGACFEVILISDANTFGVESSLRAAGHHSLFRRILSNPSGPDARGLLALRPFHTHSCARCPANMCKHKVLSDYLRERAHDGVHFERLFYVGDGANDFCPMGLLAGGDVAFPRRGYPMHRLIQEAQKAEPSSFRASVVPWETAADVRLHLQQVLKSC
GPR7 antagonist: blocks human GPR7 receptor signaling; GPR7-expressing cells, fluorescence antagonist assay; inhibition, % at 4.4 µM; 290,000 compounds, 1.1% hits; in the data active = inhibition above about 16%, passing the limit was not always enough;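 also: cells stimulated with the agonist NPW; 0% = agonist with vehicle and 100% = vehicle without agonist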
Target sequence (P48145 whole entry, looked up): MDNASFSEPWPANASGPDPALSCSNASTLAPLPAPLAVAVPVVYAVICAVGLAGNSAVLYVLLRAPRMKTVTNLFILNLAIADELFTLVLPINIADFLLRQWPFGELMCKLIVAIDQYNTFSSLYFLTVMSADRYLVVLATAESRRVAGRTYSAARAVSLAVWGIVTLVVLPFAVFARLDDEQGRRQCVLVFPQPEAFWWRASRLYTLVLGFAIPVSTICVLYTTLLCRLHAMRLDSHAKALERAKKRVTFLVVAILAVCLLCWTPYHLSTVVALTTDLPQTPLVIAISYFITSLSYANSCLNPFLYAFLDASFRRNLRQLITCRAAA
VIM-2 inh: blocks Pseudomonas aeruginosa VIM-2 metallo-beta-lactamase; purified VIM-2, nitrocefin hydrolysis, epi-absorbance fluorescence; inhibition, % at 5.6 µM; 290,000 compounds, 0.89% hits;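 active = inhibition above the mean of all tested compounds plus 3 SD, cutoff set per screening run, cut at about 7.5% in these data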;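 also: red hydrolysis product quenches plate fluorescence so inhibitors raise well fluorescence; 0% = enzyme with DMSO and 100% = DMSO without enzyme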
IDE inh: cellular human IDE inhibition | P14735 | 320,000 compounds, 0.41% hits | AID 434962 | HEK cells, FAbetaB cleavage, fluorescence polarization | inhibition, % at 5.59 µM;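 active = percent inhibition above the average of all tested compounds plus 3 SD, set per screening campaign, cut at about 16% in these data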;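 also: IDE supplied by intact live HEK cells; FP after avidin binding of uncleaved biotin substrate so inhibition keeps polarization high; 0% = DMSO wells and 100% = 60 µM reference IDE inhibitor Ii1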
p-CIP stab down: p/CIP protein destabilization; Q05BA5; F442A p/CIP-EGFP cells, EGFP fluorescence, 16 h; decrease of EGFP signal, % at 10 µM; 290,000 compounds, 0.01% hits;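 active = EGFP signal decrease of at least 30% at 10 µM or well 3 SD below plate mean, unless failing retest; inactive = the rest, including hits failing retest or dose response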; also: some compounds called inactive have numbers as strong as hits; many of its hits are not listed in these tables
IDE cell activ: activators of human insulin-degrading enzyme in cells | P14735 | HEK cells, FAbeta-B cleavage, fluorescence polarization; 0% vehicle, 100% cell-free pure enzyme wells | activation, % at 5.96 µM | 340,000 compounds, 0.073% hits;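 active = activation above the mean of all tested compounds plus 3 SD, set per screening campaign, cut at about 17% in these data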
Active calls of the source: *; / = not tested or not shown. An unsorted share of the library; 5.3% or so of the library scored in one or more.

SMILES	PfM18AAP inh	IMP-1 inh	NALP1 inh	PHOSPHO1 block	GPR7 antagonist	VIM-2 inh	IDE inh	p-CIP stab down	IDE cell activ
CCOC(=O)N1CCC(NC(=O)CSCc2nc(-c3ccc(OC)c(OC)c3)oc2C)CC1	-2	-0.8	0	26	4	0.5	1	3	1
Cn1cc(CN2CCc3ccccc3C2)c2ccccc21	-1	-4.5	5	12	1	1.7	1	6	4
O=C(c1ccc(NC2=NC3CS(=O)(=O)CC3S2)cc1)N1CCN(C(=O)c2ccco2)CC1 (configuration not stated)	1	-1.1	28	-14	-8	-2.2	4	-9	1
O=C(N/N=C/c1cccnc1)c1cc2c(ccc3ccccc32)o1	-2	-2.2	29	-22	-8	-1.8	-1	-7	0
CC(=O)NC(Cc1ccccc1)C(=O)NC1CCN(C(=O)NCc2ccccc2)CC1 (configuration not stated)	-2	-1.9	10	10	-2	-2.9	/	-5	7
O=C(c1ccc(Cl)cc1)N1CCCCC(Sc2nnc(-c3ccc4c(c3)OCO4)o2)C1=O (configuration not stated)	1	-3.4	14	-8	4	-2.6	2	8	4
COc1ccc(S(=O)(=O)N2CCCC(C(=O)N3CCN(c4ccccc4)CC3)C2)cc1Cl (configuration not stated)	3	-2.1	13	12	-7	-2.7	2	-9	-2
CC(C)(C)c1ccc(NC(=O)CNC2CCCc3ccccc32)cc1 (configuration not stated)	2	-1.1	30	48	-11	-4.0	-1	10	-2
COc1cccc(-c2cc(C(F)(F)F)nc(-n3cc(Cl)cn3)n2)c1	-7	-2.5	-9	-12	-7	-2.6	-1	-10	7
CC(C)(C)c1cc(/C=N/O)cc(C(C)(C)C)c1O	-4	-2.9	18	-15	-3	-2.8	-5	-17	-2
CCc1cc2c(=O)c(-c3nc(C)cs3)coc2cc1O	-2	-4.5	/	24	-33	-3.9	2	0	-1
O=C(Nc1ccc(Cl)cc1)c1ccc(OCC2CCCO2)cc1 (configuration not stated)	-10	-1.1	35*	-29	9	0.7	-4	6	7
Cn1cc(C(=O)c2cccc(Cl)c2Cl)cc1C#N	-4	-1.8	21	43	1	-1.2	3	-5	2
CCOC(=O)c1ccc(NC(=O)Cn2ncc(Cl)c(Cl)c2=O)cc1	4	-0.1	20	-6	9	-2.9	1	2	-2
CCOC(=O)Cc1cc(=O)c2c(=O)n(-c3ccccc3)[nH]c2[nH]1	18	-3.0	-17	22	-16	-2.8	-1	1	-1
Cc1ccc(S(=O)(=O)N2CCCC2C(=O)NCc2ccncc2)cc1 (configuration not stated)	6	-3.7	9	-16	-18	-0.9	4	4	0
CC(C)C(=O)Nc1c(-c2ccc(Cl)cc2)c(=O)c2ccccc2n1C	-2	-1.0	-2	32	-4	0.9	-7	-3	-3
COc1ccc(C(CNC(=O)c2ccco2)N2CCCCC2)cc1 (configuration not stated)	-1	-0.5	3	36	1	-4.4	6	12	/
O=C(NC(c1ccccc1)C(Cl)(Cl)Cl)c1ccccc1 (configuration not stated)	1	-3.0	21	-7	-10	-2.0	7	2	7
Cc1sc2ncn(CC(=O)N3CCOCC3)c(=O)c2c1-c1ccccc1	0	-1.8	23	53	0	-2.8	5	-15	3

6 entries from above in a different format:
smiles,PfM18AAP inh,IMP-1 inh,NALP1 inh,PHOSPHO1 block,GPR7 antagonist,VIM-2 inh,IDE inh,p-CIP stab down,IDE cell activ
CC(C)(C)c1ccc(NC(=O)CNC2CCCc3ccccc32)cc1 (configuration not stated),2,-1.1,30,48,-11,-4.0,-1,10,-2
COc1cccc(-c2cc(C(F)(F)F)nc(-n3cc(Cl)cn3)n2)c1,-7,-2.5,-9,-12,-7,-2.6,-1,-10,7
CC(C)(C)c1cc(/C=N/O)cc(C(C)(C)C)c1O,-4,-2.9,18,-15,-3,-2.8,-5,-17,-2
CCc1cc2c(=O)c(-c3nc(C)cs3)coc2cc1O,-2,-4.5,/,24,-33,-3.9,2,0,-1
O=C(Nc1ccc(Cl)cc1)c1ccc(OCC2CCCO2)cc1 (configuration not stated),-10,-1.1,35*,-29,9,0.7,-4,6,7
Cn1cc(C(=O)c2cccc(Cl)c2Cl)cc1C#N,-4,-1.8,21,43,1,-1.2,3,-5,2

Further entries.
SMILES	PfM18AAP inh	IMP-1 inh	NALP1 inh	PHOSPHO1 block	GPR7 antagonist	VIM-2 inh	IDE inh	p-CIP stab down	IDE cell activ
CSc1nc(Cl)cc(=O)[nH]1	1	-1.6	16	-8	-5	-1.4	-3	-2	1
Cc1nc2c(ncn2-c2ccccc2)c(=O)n1NC(=O)CN1CCOCC1	-1	-3.5	-8	-1	-7	-1.1	1	-8	4
COC(=O)c1c[nH]n2c(=O)c(Cl)c(C)nc12	-1	-2.7	20	-5	5	1.5	-7	1	1
CO/N=C/c1ccc(Oc2ccc(C)cc2)nc1	-1	-1.1	1	24	-9	-1.2	1	-8	2
COc1ccc(/C=C/C(=O)c2nc3ccccc3n2CC(=O)c2ccc(OC)cc2)cc1	-3	-2.0	10	14	-6	-2.0	-7	-8	0
CC(C)CCNC(=O)C12CN(Cc3ccccc3)CC1C(c1cccc([N+](=O)[O-])c1)=NO2 (configuration not stated)	3	-1.5	0	33	-13	-4.0	2	-8	-4
COCCN(C(=O)c1cccc(OC)c1)c1nnc(-c2ccncc2)s1	-5	-1.7	-4	1	-13	-2.0	6	8	6
Cc1ccc(S(=O)(=O)N2CCN(Cc3ccccc3)CC2)c(C)c1N(C)S(=O)(=O)c1ccccc1	-4	-2.8	11	-18	-2	-2.4	-3	-1	-5
O=c1[nH]c2c(s1)C(c1ccco1)C1C3CCC(C3)C1S2 (configuration not stated)	18	1.3	10	10	-22	4.9	2	-11	-10
N#Cc1cn(CC(=O)N2CCCc3ccccc32)c2ccccc12	-5	-2.3	8	-8	-9	-1.4	2	4	1

NALP1 inh: entries above that show a hit.
SMILES	PfM18AAP inh	IMP-1 inh	NALP1 inh	PHOSPHO1 block	GPR7 antagonist	VIM-2 inh	IDE inh	p-CIP stab down	IDE cell activ
O=C(Nc1ccc(Cl)cc1)c1ccc(OCC2CCCO2)cc1 (configuration not stated)	-10	-1.1	35*	-29	9	0.7	-4	6	7

Continued.
SMILES	PfM18AAP inh	IMP-1 inh	NALP1 inh	PHOSPHO1 block	GPR7 antagonist	VIM-2 inh	IDE inh	p-CIP stab down	IDE cell activ
CCNc1nc(OC)nc(Oc2ccc(C(=O)OC)cc2)n1	2	-1.6	6	-9	-8	0.8	-1	10	-5
CCCCN1C(=O)C(=O)N(CC(=O)N2N=C3/C(=C/c4ccco4)CCCC3C2c2ccco2)C1=O (configuration not stated)	3	-2.4	21	62*	-8	-2.5	1	-16	1
CCOc1ccccc1C(=O)Nc1nnc(Cc2ccc(OC)c(OC)c2)s1	0	-1.0	14	14	-20	2.9	-8	-2	0
CCCCOc1ccc(/C=N/NC(=O)c2nnn(-c3nonc3N)c2C)cc1	0	-1.7	17	41	-1	-2.0	-4	-5	1
CN1CCN(C(=O)C2CCN(c3ncnc4c3nc3n4CCCCC3)CC2)CC1	-4	-2.1	34	42	-11	0.5	2	7	-3
COc1ccc(CN2C(=O)c3cccnc3C2=O)cc1S(=O)(=O)NCc1ccc(C)o1	0	-4.4	-17	-3	3	-0.3	9	0	0
Cc1cc(OCC(O)CN(C)C(=O)C(C)Oc2ccccc2)ccc1Cl (configuration not stated)	-19	-0.8	1	19	15	-0.3	1	-15	7
Cc1sc2ncnc(N3CCN(S(=O)(=O)c4ccc(Br)cc4)CC3)c2c1C	-1	-2.3	6	4	-15	1.1	3	-27	-5
Cc1ccc(NC(=O)CCNC(=O)Cn2ccc3ccccc3c2=O)cc1F	3	-1.4	8	28	-13	-4.3	-7	2	-1
CSc1nc(N)nc(SCCS(=O)(=O)c2ccc(Cl)cc2)c1C#N	16	-2.8	-105	-3	1	-3.4	0	-22	1
CC(=O)NC(NC(=S)Nc1ccc(C)cc1C)C(Cl)(Cl)Cl (configuration not stated)	-1	-2.4	/	32	-22	-3.1	2	1	6
O=C(Nc1ccccc1C(=O)Nc1ccc(Cl)cc1)c1cccnc1	2	-3.1	3	16	-20	-1.4	5	-12	3
COc1cccc(CC(=O)Nc2cc(S(=O)(=O)N3CCOCC3)ccc2N2CCOCC2)c1	8	-2.1	-26	28	-8	-2.1	4	-4	3
O=C(Nc1ccccn1)c1cc(-n2cnnc2)ccc1Cl	-5	-0.4	3	23	-2	0.9	4	-3	0
O=C(CSc1ccc2nnc(-c3ccccc3)n2n1)NCc1ccco1	12	-1.6	30	10	-1	-2.6	5	6	6
O=C(O)c1ccc(Cn2ccc3ccccc32)o1	-1	-2.2	-2	/	2	-2.1	-6	-7	-5
CNC(=O)c1ccsc1NC(=O)c1ccc2c(c1)CCCC2	2	-3.4	23	1	-18	-0.2	-1	-7	3
Cc1ccc(NC(=O)CN(C)C(=O)COc2cc(F)ccc2[N+](=O)[O-])cc1	2	-1.2	10	-1	-8	-2.2	3	11	1
CCCNC(=O)N1CCN(S(C)(=O)=O)CC1	4	-3.7	14	39	4	-1.4	-3	-8	1
O=C(CCN1C(=O)/C(=C\c2cccc(Br)c2)SC1=S)NCCCN1CCOCC1	13	-0.4	-13	43	0	-0.9	6	0	4

Arranged by the number under IMP-1 inh (ascending): 3 from the list above
molecule,IMP-1 inh
CCCNC(=O)N1CCN(S(C)(=O)=O)CC1,-3.7
CC(=O)NC(NC(=S)Nc1ccc(C)cc1C)C(Cl)(Cl)Cl (configuration not stated),-2.4
COc1cccc(CC(=O)Nc2cc(S(=O)(=O)N3CCOCC3)ccc2N2CCOCC2)c1,-2.1

New compounds follow:
SMILES	PfM18AAP inh	IMP-1 inh	NALP1 inh	PHOSPHO1 block	GPR7 antagonist	VIM-2 inh	IDE inh	p-CIP stab down	IDE cell activ
CCN(CC)c1ccc(/C=N/NC(=O)c2ccco2)c(O)c1	2	-3.2	6	20	-3	-0.6	2	-13	-1
O=C1Nc2ccccc2N2CCCC12 (configuration not stated)	1	1.4	5	20	-3	-0.5	1	-16	/
CCc1ccc(C(=O)NC(CCSC)C(=O)O)cc1 (configuration not stated)	-15	-1.7	29	0	6	0.2	4	-2	7
COc1ccc(-c2ocnc2C(=O)N2CCN(Cc3cccnc3)CC2)cc1	-2	-2.1	8	51	-10	-1.8	12	2	6
O=C(N/N=C/c1cc(Br)c(O)c(Br)c1)c1cccc(C(F)(F)F)c1	10	-5.4	26	7	-10	-4.7	6	-4	6
C=CCn1c(C)nnc1SCC(=O)N1CCN(S(=O)(=O)c2ccccc2)CC1	2	-2.7	/	38	-8	-3.7	-4	-12	0
COc1ccc(-c2cc(C(F)(F)F)n3ncc(C(=O)N(C)Cc4ccccc4)c3n2)cc1	-9	-3.3	-18	32	-9	-3.4	-1	-13	/
COc1ccc(CCNC(=O)CCS(=O)(=O)c2ccc3c(c2)oc(=O)n3C)cc1OC	1	-3.4	-10	38	-8	-2.0	2	11	-3
CC(C)(C)NC(=O)CN(CCc1ccccc1)C(=O)c1csnn1	0	-1.9	14	15	-1	-2.9	-4	7	11
CC(=O)Nc1ccc(SCC(=O)c2cc(C)n(CC(F)(F)F)c2C)cc1	19	-5.0	-18	-9	-3	-0.9	3	-10	2
O=C(O)C1CC=CCC1C(=O)Nc1ccc(S(=O)(=O)N2CCCc3ccccc32)cc1 (configuration not stated)	10	-6.2	13	11	-14	-2.1	12	7	-27
